Rac1 act GTP bind = modulators of GTP binding to human Rac1 activated mutant; hit rate 0.11% among 190,000; GST-Rac1 activated beads, fluorescent GTP binding, flow cytometry; actives lie on both sides; 100% means binding = to untreated wells; percent activity (GTP binding), % at 10 µM; P63000;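 active = GTP binding at least 20 percentage points away from the 100% baseline, in either direction, so actives lie on both sides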
Rab2A wt mod = changes GTP binding to wildtype dog Rab2A, up or down. hit rate 0.19% among 190,000. GST-Rab2 wt beads, Bodipy-GTP binding, flow cytometry. P61105. GTP binding activity, % at 10 µM;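 active = GTP binding activity at least 20 points away from 100%, either lowered or raised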;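 also: 0% = beads with excess unlabeled GTP and 100% = no-compound control corrected for plate trend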
Avidin fluor = avidin bead compound fluorescence profile | Avidin beads, compound fluorescence 488/530 nm, flow cytometry; hits give high values | AID 1775 | fluorescence (KMESF) at 10 µM | hit rate 0.38% among 220,000; in the data active = fluorescence above about 47; also: inactives centre near 10
Pf gametocyte = P. falciparum stage V gametocyte viability inhibition. P. falciparum stage V gametocytes, ATP luminescence, 24 h. inhibition, % at 10.9 µM. hit rate 0.065% among 150,000. AID 743093;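 active = inhibition above the mean plus 3 SD of compounds within the control limits, set per campaign, cut at about 38% in these data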;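 also: 0% = DMSO wells and 100% = medium only without gametocytes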
ABCB1 block = blocks JC-1 efflux by human ABCB1 transporter; inhibition, % at 6.6 µM; hit rate 0.067% among 190,000; CCRF-Adr cells, flow cytometry; in the data active = inhibition above about 40%;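 also: 0% = vehicle and 100% = reference inhibitor; higher value means more JC-1 retained so stronger ABCB1 efflux block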
Target sequence (P08183 whole entry, looked up): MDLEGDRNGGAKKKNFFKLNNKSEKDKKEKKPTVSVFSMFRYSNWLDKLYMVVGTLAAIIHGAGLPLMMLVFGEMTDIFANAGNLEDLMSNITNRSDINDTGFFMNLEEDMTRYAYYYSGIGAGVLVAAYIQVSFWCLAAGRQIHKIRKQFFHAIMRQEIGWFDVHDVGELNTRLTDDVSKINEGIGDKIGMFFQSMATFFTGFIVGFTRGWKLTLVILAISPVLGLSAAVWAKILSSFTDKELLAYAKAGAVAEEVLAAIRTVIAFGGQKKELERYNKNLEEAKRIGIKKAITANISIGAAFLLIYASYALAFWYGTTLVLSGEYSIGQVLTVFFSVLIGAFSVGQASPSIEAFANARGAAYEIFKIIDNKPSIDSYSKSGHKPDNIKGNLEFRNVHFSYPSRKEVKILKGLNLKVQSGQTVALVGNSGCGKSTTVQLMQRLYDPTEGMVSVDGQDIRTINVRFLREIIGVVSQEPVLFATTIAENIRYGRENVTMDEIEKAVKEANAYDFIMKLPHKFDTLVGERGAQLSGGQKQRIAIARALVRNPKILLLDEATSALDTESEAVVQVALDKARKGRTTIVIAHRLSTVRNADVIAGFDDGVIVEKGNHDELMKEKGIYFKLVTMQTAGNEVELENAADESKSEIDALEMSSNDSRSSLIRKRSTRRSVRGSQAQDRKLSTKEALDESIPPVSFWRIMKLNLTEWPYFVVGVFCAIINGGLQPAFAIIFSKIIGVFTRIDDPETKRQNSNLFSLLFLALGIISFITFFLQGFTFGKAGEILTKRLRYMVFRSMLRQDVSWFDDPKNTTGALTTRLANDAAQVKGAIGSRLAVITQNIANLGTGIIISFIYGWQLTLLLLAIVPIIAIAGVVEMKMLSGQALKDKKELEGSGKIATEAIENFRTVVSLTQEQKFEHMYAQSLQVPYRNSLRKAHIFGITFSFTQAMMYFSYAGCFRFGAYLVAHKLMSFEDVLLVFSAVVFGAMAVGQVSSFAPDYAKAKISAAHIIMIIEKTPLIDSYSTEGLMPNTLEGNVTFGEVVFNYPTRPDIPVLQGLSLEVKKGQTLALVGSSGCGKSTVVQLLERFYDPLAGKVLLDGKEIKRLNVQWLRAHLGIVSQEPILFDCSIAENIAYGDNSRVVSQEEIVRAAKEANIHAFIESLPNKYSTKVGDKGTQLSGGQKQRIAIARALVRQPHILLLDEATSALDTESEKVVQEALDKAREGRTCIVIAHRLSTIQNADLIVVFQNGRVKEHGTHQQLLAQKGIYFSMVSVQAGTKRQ
HRas wt GTP bind = changes GTP binding to wildtype human HRas. GTP binding activity, % at 10 µM. GST-Ras wt beads, Bodipy-FL-GTP binding, flow cytometry; actives lie on both sides. hit rate 0.14% among 190,000. P01112;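 active = GTP binding activity at least 20% away from the 100% baseline, either lowered as inhibitor or raised as activator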;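 also: 0% = unlabeled GTP competition control and 100% = no-compound control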
Rac1 wt modul = alters GTP binding to wildtype human Rac1; GST-Rac1 beads, fluorescent GTP binding, flow cytometry; actives lie on both sides; 0 = cold GTP competed, 100 = untreated; hit rate 0.27% among 190,000; GTP binding activity (% of control), % at 10 µM;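 active = GTP binding activity at least 20 points away from the 100% control level, either lower or higher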
Cdc42 wt GTP = modulators (inhibitors or activators) of GTP binding to human Cdc42 wildtype; P60953; GST-Cdc42 beads, Bodipy-GTP binding, flow cytometry; actives lie on both sides; percent activity (GTP binding), % at 10 µM; hit rate 0.2% among 190,000; AID 761;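 active = percent activity GTP binding at least 20 points away from the 100% baseline, either down as inhibitor or up as activator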;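 also: median bead fluorescence of bound Bodipy-FL-GTP at 100 nM; 0% = excess unlabeled GTP control and 100% = no compound control; below 100% means less GTP binding so inhibitor and above means activator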
GSH bead fluor = GSH bead compound fluorescence profile; AID 1776; GSH beads flow cytometry, compound fluorescence 488/530 nm; hits give high values; fluorescence (KMESF) at 10 µM; hit rate 0.25% among 190,000; in the data active = fluorescence above about 89;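 also: glutathione beads carrying GST-tagged Bcl family fusion proteins plus one bare bead set; values are compound well signal with DMSO vehicle wells as background; inactives centre near 16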
Rab7 wt GTP bind = dog Rab7 wildtype GTP binding, inhibitors and activators. GST-Rab7 beads, fluorescent GTP binding, flow cytometry; actives lie on both sides; untreated = 100%, excess cold GTP = 0%. GTP binding activity (percent of control), % at 10 µM. hit rate 0.055% among 190,000. AID 758;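 active = fluorescent GTP binding to Rab7 beads changed by at least 20 points from the 100% baseline, either direction, mostly lower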;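 also: median green fluorescence of bound Bodipy-FL-GTP per Rab7 bead population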
ABCG2 inh = human ABCG2 inhibition, ABCB1 as counter-screen; Q9UNQ0; IgMXP3 cells, JC-1 efflux, flow cytometry; inhibition, % at 6.6 µM; hit rate 0.1% among 190,000; AID 1325;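 active = inhibition above 80%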;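 also: 0% = DMSO and 100% = nicardipine control wells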
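Test system: IgMXP3 (ABCG2) plus far-red-tagged CCRF-Adr (ABCB1) cells. Reagent: JC-1 dye as substrate. Timing: 10 min exposure at 25 °C with rotation, no wash. Measured by: flow cytometric JC-1 green MFI at 530 nm. Read-out: percent efflux inhibition, scaled nicardipine 100% to DMSO 0%. Control set: nicardipine and DMSO wells.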
* marks the source's active call; other numbers are inactive results; nt = not tested or not shown.

SMILES	Rac1 act GTP bind	Rab2A wt mod	Avidin fluor	Pf gametocyte	ABCB1 block	HRas wt GTP bind	Rac1 wt modul	Cdc42 wt GTP	GSH bead fluor	Rab7 wt GTP bind	ABCG2 inh
O=C(CSCc1nc2ccccc2[nH]1)Nc1ccccc1	96.0	95.0	10	nt	0.0	97.0	92.0	99.0	23	96.0	-2.3
C(#CCN1CCOCC1)COCCCOC(c1ccccc1)c1ccccc1	100.0	103.0	9	-34.5	0.6	104.0	108.0	104.0	12	105.0	3.2
CC(C)C(=O)Nc1cccc(NC(=O)CCN2C(=O)c3ccccc3S2(=O)=O)c1	102.0	105.0	7	-5.2	1.0	105.0	105.0	108.0	17	101.0	8.1
CCCCOc1[nH]c2nc(-c3ccco3)n(Cc3ccco3)c(=N)c2c1C#N	101.0	99.0	6	-25.8	0.8	100.0	102.0	102.0	18	95.0	3.0
C[C@@H](NC(=O)c1coc(=O)c(Br)c1)c1ccccc1	101.0	102.0	32	nt	0.1	101.0	106.0	101.0	25	103.0	2.6
CCOC(=O)N1CCN(c2cccc(C)c2C)CC1	94.0	97.0	3	-1.6	0.0	101.0	101.0	99.0	18	105.0	1.4
Cc1ccc(NC(=O)C2CC(=O)n3c(nc4ccccc43)N2)cc1Cl (stereo not given)	95.0	99.0	13	-6.0	0.1	97.0	101.0	100.0	13	100.0	0.0
O=C(NCc1ccco1)C1CCN(Cc2ccc(F)cc2)CC1	100.0	102.0	6	5.5	0.0	103.0	104.0	102.0	19	104.0	-0.2
NC(=O)C1CCN(c2ccnc3cc(Cl)ccc23)CC1	96.0	94.0	11	-3.2	0.9	98.0	102.0	95.0	11	96.0	6.0
CCCOc1ccc(C2C(C#N)=C(N)Oc3nc[nH]c(=O)c32)cc1OC (stereo not given)	97.0	98.0	4	16.9	0.8	99.0	98.0	99.0	17	98.0	1.4
Cc1ccnc2c(N3C(=O)C4C5c6ccccc6C(c6ccccc65)C4C3=O)cccc12 (stereo not given)	97.0	98.0	7	-3.6	-0.1	96.0	95.0	97.0	8	95.0	-1.4
CCOC(=O)c1ccc(NC(=O)NC2CCN(CC(=O)NCc3ccc4c(c3)OCO4)CC2)cc1	95.0	96.0	2	15.9	-0.8	96.0	98.0	98.0	38	94.0	1.6
COc1ccc(CSc2nncn2N)cc1[N+](=O)[O-]	103.0	103.0	14	nt	0.7	102.0	106.0	104.0	10	100.0	7.2
CCOC(=O)c1cnc(-n2nc(C)cc2C)nc1Nc1ccc(N(C)C)cc1	101.0	99.0	23	nt	0.5	100.0	102.0	99.0	6	100.0	2.6
Cc1cccc(NC(=O)CN(C)S(=O)(=O)c2ccc(Cl)cc2)n1	99.0	102.0	4	3.4	-0.3	105.0	114.0	105.0	46	107.0	1.9
CCOc1ccc(S(=O)(=O)n2ccnc2)c2ccccc12	98.0	97.0	8	nt	0.7	100.0	100.0	97.0	21	95.0	1.6
C=CCNC(=S)NNC(=O)c1ccc(OCC)cc1	94.0	96.0	2	nt	0.3	97.0	94.0	97.0	46	96.0	2.3
CCN(CC)S(=O)(=O)c1csc(C(=O)NC2CCCCC2)c1	93.0	96.0	14	nt	0.5	97.0	95.0	98.0	31	96.0	0.8
CC(C)(Nc1ccccc1)C(=O)c1ccccc1	99.0	100.0	2	7.8	0.8	103.0	109.0	102.0	7	96.0	2.2
Cc1ccc(C)c(OC(=O)c2ccncc2)c1	98.0	99.0	8	nt	2.3	101.0	106.0	102.0	27	101.0	-4.9
CCC(Oc1ccccc1)C(=O)NCc1cccnc1 (stereo not given)	97.0	100.0	11	-4.5	0.5	100.0	99.0	98.0	12	101.0	1.5
Cc1cccc(N(C(=O)c2cnc3n(c2=O)CCS3)C2CCCCC2)c1	98.0	99.0	4	nt	1.5	99.0	100.0	97.0	26	100.0	4.3
Cc1cccc(C2(c3cccc(C)c3)OC(=O)c3ccccc32)c1	101.0	106.0	15	nt	0.1	104.0	108.0	108.0	64	97.0	0.0
O=C(O)CC(NC(=S)NCc1ccccc1)C(=O)O (stereo not given)	97.0	100.0	6	nt	0.1	101.0	102.0	102.0	6	100.0	0.3
Cn1c(N)c(C(=O)COC(=O)CC(NC(=O)c2ccccc2Cl)c2ccccc2)c(=O)n(C)c1=O (stereo not given)	96.0	99.0	11	-4.8	0.6	100.0	98.0	99.0	70	98.0	8.2

Results in Rab7 wt GTP bind, ABCB1 block and Avidin fluor (3 entries from above):
Structure,Rab7 wt GTP bind,ABCB1 block,Avidin fluor
Cc1cccc(N(C(=O)c2cnc3n(c2=O)CCS3)C2CCCCC2)c1,100.0,1.5,4
Cc1cccc(C2(c3cccc(C)c3)OC(=O)c3ccccc32)c1,97.0,0.1,15
O=C(O)CC(NC(=S)NCc1ccccc1)C(=O)O (stereo not given),100.0,0.1,6

Two of these compounds in a different format.
Molecule | Rac1 act GTP bind | Rab2A wt mod | Avidin fluor | Pf gametocyte | ABCB1 block | HRas wt GTP bind | Rac1 wt modul | Cdc42 wt GTP | GSH bead fluor | Rab7 wt GTP bind | ABCG2 inh
CCOC(=O)N1CCN(c2cccc(C)c2C)CC1 | 94.0 | 97.0 | 3 | -1.6 | 0.0 | 101.0 | 101.0 | 99.0 | 18 | 105.0 | 1.4
Cc1ccc(NC(=O)C2CC(=O)n3c(nc4ccccc43)N2)cc1Cl (stereo not given) | 95.0 | 99.0 | 13 | -6.0 | 0.1 | 97.0 | 101.0 | 100.0 | 13 | 100.0 | 0.0

The listing picks up, repeating the two entries before the break.
SMILES	Rac1 act GTP bind	Rab2A wt mod	Avidin fluor	Pf gametocyte	ABCB1 block	HRas wt GTP bind	Rac1 wt modul	Cdc42 wt GTP	GSH bead fluor	Rab7 wt GTP bind	ABCG2 inh
O=C(O)CC(NC(=S)NCc1ccccc1)C(=O)O (stereo not given)	97.0	100.0	6	nt	0.1	101.0	102.0	102.0	6	100.0	0.3
Cn1c(N)c(C(=O)COC(=O)CC(NC(=O)c2ccccc2Cl)c2ccccc2)c(=O)n(C)c1=O (stereo not given)	96.0	99.0	11	-4.8	0.6	100.0	98.0	99.0	70	98.0	8.2
CC(C)c1ccc(NC(=S)N2CCN(Cc3ccccc3)CC2)cc1	99.0	97.0	9	nt	0.7	96.0	101.0	99.0	28	97.0	3.7
CN(C)c1ccc(NC(N)=S)cc1	99.0	93.0	3	-1.3	-0.3	99.0	100.0	97.0	7	103.0	-0.9
NC(=O)c1ccc(NC(=O)c2cccc(Oc3ccccc3)c2)cc1	99.0	104.0	14	11.9	-0.4	101.0	103.0	100.0	11	108.0	1.9
COc1ccc(C(C(=O)NC(C)(C)C)N(Cc2ccc(C)cc2)C(=O)CCC(=O)Nc2cc(C)on2)cc1 (stereo not given)	92.0	97.0	11	8.7	2.1	95.0	95.0	92.0	11	96.0	3.3
CCOc1ccc(N2CCc3c(C)nc(SC)nc32)cc1	94.0	91.0	8	nt	0.4	93.0	94.0	93.0	13	104.0	1.9
O=C(c1cc2ccccc2oc1=O)N(c1ccccc1)C1C=CS(=O)(=O)C1 (stereo not given)	99.0	101.0	8	-9.0	-0.1	98.0	101.0	99.0	8	97.0	-0.3
CCCCCCCC(O)CC(CC1CCCCC1)C(=O)NN (stereo not given)	99.0	97.0	8	-12.7	0.8	97.0	99.0	97.0	13	96.0	5.8
COc1ccc(CCN=C(N)NS(=O)(=O)c2ccc(C)c(C)c2)cc1	98.0	102.0	16	-14.4	0.5	100.0	104.0	100.0	12	106.0	5.4
C(=N\Nc1nc2ccccc2s1)/c1ccc2c(c1)OCO2	100.0	100.0	9	19.4	-0.8	100.0	101.0	100.0	7	97.0	-0.6
CCNS(=O)(=O)c1ccc(NC(=O)c2cncc(Br)c2)cc1	101.0	100.0	14	8.8	0.0	100.0	108.0	101.0	3	96.0	19.8
Cc1ccc(C)c(NS(=O)(=O)c2cc(C(N)=O)ccc2C)c1	99.0	100.0	7	nt	0.4	98.0	98.0	95.0	34	98.0	-1.5
COc1cc2c(cc1OC)/C(=C/C#N)NC(C)(C)C2	99.0	104.0	11	nt	0.1	103.0	108.0	98.0	9	106.0	0.4
O=C(CCCOc1ccccc1)Nc1cccnc1	99.0	101.0	22	nt	-0.3	103.0	105.0	101.0	16	101.0	-0.3
N#Cc1cccc(NC(=O)Nc2cccs2)c1	102.0	103.0	15	nt	0.0	102.0	108.0	107.0	32	102.0	28.1
S=C(NC1CCCC1)N1CCN(c2cccc(Cl)c2)CC1	98.0	101.0	4	-10.3	0.8	98.0	102.0	99.0	11	103.0	6.2
Cc1sc2nc(CSCC(=O)N(CCC#N)c3ccccc3)[nH]c(=O)c2c1C	98.0	102.0	11	nt	0.1	100.0	102.0	99.0	14	107.0	10.9
CN1/C(=C/C=N/NC(=O)c2ccc([N+](=O)[O-])cc2)C(C)(C)c2ccccc21	89.0	87.0	13	7.8	0.1	89.0	86.0	83.0	12	89.0	1.5
Cc1cc(N2CCN(C(=O)c3ccco3)CC2)n2ncc(-c3ccccc3)c2n1	96.0	97.0	5	-2.9	-1.6	97.0	102.0	98.0	32	99.0	-2.1
COc1ccccc1CNC(=O)C1(C)Oc2cccnc2NC1=O (stereo not given)	95.0	97.0	12	-5.9	1.5	95.0	95.0	94.0	13	105.0	3.6
Cc1ccc(NC(=O)Cn2cccc2)cc1Cl	100.0	101.0	1	nt	0.0	100.0	102.0	103.0	38	99.0	1.1
O=C(NNC(=S)Nc1ccccc1C(F)(F)F)c1ccc(Br)o1	94.0	99.0	7	-27.3	0.7	99.0	100.0	97.0	13	106.0	1.0
CCCN(CCC)S(=O)(=O)c1ccc(C(=O)NCc2ccc3c(c2)OCO3)cc1	100.0	100.0	27	nt	1.4	99.0	103.0	104.0	15	100.0	9.1
Cc1cccc2cc(CN(C(=O)c3cccs3)c3ccccc3)c(=O)[nH]c12	102.0	96.0	3	-5.0	4.2	98.0	104.0	96.0	18	95.0	-0.6
O=C(CSc1nc(-c2ccccc2)cc(=O)[nH]1)Nc1ccccn1	97.0	96.0	14	7.6	0.0	100.0	100.0	98.0	42	98.0	3.4
Cc1ccc(SCc2cn3cccnc3n2)cc1	100.0	98.0	26	19.1	0.0	101.0	103.0	101.0	22	100.0	-0.5
CC(C)CNS(=O)(=O)c1cc(C(=O)OCC(=O)c2ccc3c(c2)OCCO3)c(Cl)cc1Cl	96.0	98.0	4	nt	0.7	99.0	99.0	95.0	13	96.0	2.8
Cc1cc(NC(=O)CCc2ccccc2)c([N+](=O)[O-])cc1C	97.0	95.0	7	-21.8	nt	97.0	101.0	100.0	9	96.0	nt
